TSHR antag: human thyrotropin receptor antagonism. P16473. TSHR-expressing cells, TSH-stimulated cAMP HTRF, 2 h; stronger effect = lower value. activity change, negative = inhibition, % at 11.5 µM. 0.2% of 330,000 active;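 active means activity change below a set negative limit, meaning inhibition stronger than a set level, cut at about -70% in these data; inconclusive means activity change between two set negative limits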; further: on the % scale 0 is the no-effect control and ±100 the full control effect
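Inhibition of cAMP made by TSHR-expressing cells under TSH stimulation (4nM final, EC80; 2 h, 37 deg C) is quantified with a one-step lysis HTRF kit, anti-cAMP cryptate versus cAMP-d2.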
TCR activator: T cell receptor activation; 330,000 tested, under 10 active; primary human leukocytes, anti-CD3, IL-2 HTRF, 48 h; Potency, µM (titrated, usually from 9.22 µM), without a hit: at the highest dose activation of IL-2 secretion, hits mostly activators; AID 504894; further: % of control where 0% means no effect
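Compounds are tested in HTS on primary human leukocytes co-incubated with a-CD3 beads for 48 hr. IL-2 output is measured by time-resolved FRET.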
Eya2 phos inh: blocks the phosphatase activity of human Eya2; Potency, µM (top dose mostly 76.9 µM), inactives show at the highest dose activity, negative = inhibition, usual class: inhibitors; AID 488837; O00167; 0.006% of 330,000 active; recombinant Eya2, OMFP fluorescence dephosphorylation (OMFP is methylfluorescein phosphate); further: potency means the concentration at half of the fitted maximal effect; on the % scale 0 is the no-effect control and ±100 the full control effect
Target sequence (O00167 whole entry, looked up): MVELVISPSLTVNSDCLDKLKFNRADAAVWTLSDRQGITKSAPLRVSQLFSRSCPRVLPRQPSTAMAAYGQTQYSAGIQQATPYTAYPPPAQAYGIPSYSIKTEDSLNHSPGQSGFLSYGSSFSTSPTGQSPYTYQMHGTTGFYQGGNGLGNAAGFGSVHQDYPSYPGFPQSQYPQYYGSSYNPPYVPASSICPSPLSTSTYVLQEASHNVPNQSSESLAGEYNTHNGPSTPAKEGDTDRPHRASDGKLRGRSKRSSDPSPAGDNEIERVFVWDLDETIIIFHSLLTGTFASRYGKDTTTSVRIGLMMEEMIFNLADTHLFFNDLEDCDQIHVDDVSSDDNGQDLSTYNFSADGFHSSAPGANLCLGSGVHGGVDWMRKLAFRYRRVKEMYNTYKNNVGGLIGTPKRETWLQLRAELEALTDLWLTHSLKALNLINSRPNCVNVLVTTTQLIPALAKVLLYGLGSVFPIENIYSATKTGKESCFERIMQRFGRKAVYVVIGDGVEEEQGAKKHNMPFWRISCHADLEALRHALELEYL
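Eya2 (0.2 uM) preincubated 10 min at ambient with compound, then OMFP substrate added at 50 uM; 10 min reaction in 50 mM HEPES pH 7.5, 50 mM NaCl, 5 uM MgCl2, 0.05% BSA, 1 mM DTT. Fluorescence read at Ex 485/Em 525 nm.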
PTAP TSG101 blk: blocks PTAP/TSG101 interaction to inhibit HIV-1 budding; 340,000 tested, under 10 active; Q99816; AID 493005; Potency, µM (series often up to 115 µM), inactives show at the highest dose activity change, negative = inhibition, hits mostly inhibitors; Fluorescence polarization, FITC-PTAP peptide / Tsg101 binding; active means well fitted inhibition curve with a large enough effect in the main read-out, with a control signal flat, not every such curve was filed as active; inconclusive means small, poorly fitted or top-dose-only effect, or effect the other way, or a change in a side signal; inactive means no such curve, though single readings can be large or run the other way; further: potency means the concentration at half of the fitted maximal effect; % of control where 0% means no effect
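Compounds were pin-transferred onto Tsg101 binding domain (10 uM final) in HEPES pH 7.5 buffer, then FITC-PTAP peptide was added at 50 nM final. After 20 min at RT, polarization reported peptide displacement across a qHTS concentration series.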
Mito fusion yeast: blocks mitochondrial division or promotes mitochondrial fusion; 0.23% of 320,000 active; Potency, µM (highest dose often 46.1 µM), for the others: top-dose growth rescue (activation), most hits filed as activators; S. cerevisiae fusion-defective mutant growth rescue, CellTiterGlo 48 h;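 further: potency means the concentration at half of the fitted maximal effect; % of control where 0% means no effect; nearly all actives have a fitted effect of over 45% in size; temperature-sensitive fusion mutants such as fzo1-1 at 37 °C on non-fermentable ethanol glycerol medium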
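Yeast fusion mutant, YPEG (non-fermentable carbon), compound, 48 h at 37C non-permissive; CellTiterGlo added, 10 min RT, luminescence read. Rescued growth = division inhibition.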
BCR signal inh: blocks chronic active B-cell receptor signaling | 0.05% of 340,000 active | ABC-DLBCL IkBa-CBG/CBR reporter, luminescence ratio, 4 h | Potency, µM (top dose mostly 46.1 µM), inactives show at the highest dose ratio change, negative = lower green/red ratio, usual class: inhibitors; active means well fitted inhibition curve with a large enough effect in the signal ratio, with a control signal flat, not every such curve was filed as active; inconclusive means small, poorly fitted or top-dose-only effect, or effect the other way, or a change in a side signal; the % refers to the signal ratio;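 further: potency means the concentration at half of the fitted maximal effect; plate controls were basal doxycycline-induced cells for no effect and cells given 10 µM MG132 for full effect; MG132 reads +100%, hits lower the ratio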
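Doxycycline induced both beetle luciferases in TMD8 lymphoma cells; IKK-driven degradation limits the IkappaBalpha-fused green signal, while red luminescence normalises for cell number and nonspecific effects. Compounds tested up to 46 uM, 4 hrs.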
AT treatment: potential ataxia-telangiectasia treatment; […] A-T fibroblasts, KAP-1 phosphorylation AlphaLISA; neocarzinostatin DNA damage 30 min before lysis; AID 485349; 0.19% of 320,000 active; Potency, µM (titrated, usually from 57.5 µM), inactives show at the top dose activation, actives largely listed as activators; further: potency means the concentration at half of the fitted maximal effect; % of control where 0% means no effect; nearly all actives have a fitted effect of over 45% in size
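ATM-like activity read as KAP-1 phosphorylation via AlphaLISA donor/acceptor antibody pairs after lysis and 6 hr at 25C. Cells were ATM-null patient fibroblasts ([…], hTERT), dosed 60 min, then exposed to the DSB inducer NCS for 30 min.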
ASM inhibitor: inhibitors of human secretory acid sphingomyelinase | P17405 | placental ASM, HMU-PC fluorogenic substrate, 60 min | Potency, µM (doses to about 57.5 µM), without a hit: top-dose activity change, negative = inhibition, actives largely listed as inhibitors | 0.006% of 340,000 active; further: potency means the concentration at half of the fitted maximal effect
Target sequence (P17405 47-631 limits assumed): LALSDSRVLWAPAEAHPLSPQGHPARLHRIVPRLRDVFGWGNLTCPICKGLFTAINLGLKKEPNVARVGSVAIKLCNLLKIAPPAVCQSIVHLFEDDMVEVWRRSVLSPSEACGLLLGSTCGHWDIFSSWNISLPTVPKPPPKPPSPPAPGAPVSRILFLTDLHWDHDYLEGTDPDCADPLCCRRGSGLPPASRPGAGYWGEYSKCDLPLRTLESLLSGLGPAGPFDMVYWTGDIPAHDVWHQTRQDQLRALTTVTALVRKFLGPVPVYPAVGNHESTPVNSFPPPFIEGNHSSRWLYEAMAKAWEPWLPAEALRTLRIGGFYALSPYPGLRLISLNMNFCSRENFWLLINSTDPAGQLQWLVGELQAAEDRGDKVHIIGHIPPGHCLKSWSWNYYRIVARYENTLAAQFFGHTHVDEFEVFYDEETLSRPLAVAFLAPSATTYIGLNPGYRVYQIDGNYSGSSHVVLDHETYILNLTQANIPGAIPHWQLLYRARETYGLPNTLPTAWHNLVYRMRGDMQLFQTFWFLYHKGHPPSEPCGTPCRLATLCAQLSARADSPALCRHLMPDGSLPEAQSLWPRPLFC
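Human placenta-derived ASM preincubated with compound 10 min at room temperature, then reacted with 9 uM (final) fluorogenic HMU-PC substrate for 60 min at 37 C. Stop solution raises pH to 10; fluorescence read at Ex 386/Em 447 nm.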
ELG1 repair inh: inhibitors of ELG1-dependent DNA repair in HEK293T cells | HEK293T ELG1-luciferase reporter, luminescence, 16 h; DNA damage induced by 5-fluorouridine | Potency, µM (doses to about 46.1 µM), for the others: at the highest dose activity change, negative = inhibition, hits mostly inhibitors | 2.3% of 330,000 active | AID 504467; further: potency means the concentration at half of the fitted maximal effect; on the % scale 0 is the no-effect control and ±100 the full control effect; nearly all actives have a fitted effect of over 55% in size
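DMSO vehicle served as the neutral condition. Each well held 2,000 cells given 5-fluorouridine plus compound; after 16 hr at 37 °C/5% CO2, ONE-Glo was added and luciferase measured 30 min later.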
Tb PFK inh: blocks T. brucei phosphofructokinase; T. brucei PFK, ADP-Glo luminescence; AID 485367; 0.17% of 330,000 active; O15648; Potency, µM (doses to about 57.5 µM), for inactives: at the top dose activity, negative = inhibition, usual class: inhibitors;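 further: potency means the concentration at half of the fitted maximal effect; 0% = uninhibited 1x PFK enzyme wells and -100% = no-enzyme wells; nearly all actives have a fitted effect of over 60% in size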
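Compounds were pin-transferred as a titration series up to 57 uM into substrate buffer (0.5 mM F6P, 0.1 mM ATP, pH 8.0), then 1.25 nM PFK was added and reactions ran 45 min before ADP-Glo detection.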
Integrin act MD: integrin-mediated muscular dystrophy alleviation activation | alpha7betagal myoblasts, beta-gal FDG fluorescence, 48 h | Potency, µM (highest dose often 38.3 µM), without a hit: at the highest dose activation, actives largely listed as activators | 0.064% of 350,000 active | AID 624291;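 further: potency means the concentration at half of the fitted maximal effect; 100% = response of the positive control SU9516; nearly all actives have a fitted effect of over 60% in size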
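alpha7betagal+/- myoblasts (passage 13, 250/well) treated 48 h at 37C with compounds at 1:260 dilution of DMSO stock. Lysed, then beta-galactosidase activity read as FDG fluorescence (ex 480/em 540) after 30 min, with pre-read for autofluorescence.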
Numbers without * were called inactive; ? = inconclusive; . = no result given; [ ] = another dose, or the depositor's remark. Unless noted, the call rests on the fitted dose curve; in most records, active means well fitted curve in the direction sought with a large enough effect; inconclusive means small, poorly fitted or top-dose-only effect, or another doubt; inactive means no such curve, though single readings can be large; an effect the other way counts as inactive or inconclusive.

1) Cc1cc(NC(=O)CSc2nnnn2-c2cc(Cl)ccc2C)no1
2) Cc1ccc(NC(=O)COC(=O)COc2cccc3c2OC(C)(C)C3)c(C)c1
3) CCSc1ncccc1-c1nc2ccccc2[nH]1
4) CN(C)S(=O)(=O)c1ccc(C(=O)OCC2CCCO2)cc1 (stereo not drawn)
5) Cc1cc(=O)oc2cc(NC(=O)C3COc4ccccc4O3)ccc12 (stereo not drawn)
6) CCS(=O)(=O)NCCCCc1ccccc1

Screen / compound no. | 1 | 2 | 3 | 4 | 5 | 6
TSHR antag | -13 | 5 | 9 | -2 | -4 | -8
TCR activator | -8% | -2% | . | -4% | -1% | -2%
Eya2 phos inh | 3% | -7% | 5% | 9% | 18% | 16%
PTAP TSG101 blk | -5% | -1% | -7% | -3% | -9% | 1%
Mito fusion yeast | -4% | -1% | 6% | -11% | 2% | -1%
BCR signal inh | 2% | -5% | ? | ? | ? | ?
AT treatment | -1% | -1% | -2% | -3% | -5% | 1%
ASM inhibitor | -4% | . | 2% | -4% | 3% | -1%
ELG1 repair inh | -7% | -3% | ? | 23% | ? | 7%
Tb PFK inh | -3% | -9% | -1% | -1% | -6% | 0%
Integrin act MD | 1% | 0% | 3% | -3% | 24% | 26%

7) COc1ccc(OC)c(S(=O)(=O)N2CCN(c3c(C)cccc3C)CC2)c1
8) O=C(CCc1nc2ccccc2c(=O)[nH]1)NNC(=O)COc1ccccc1Cl
9) C[C@H](NC(=O)OC(C)(C)C)C(=O)N/N=C/c1cccc2nccnc12
10) CCOC(=O)c1c(NC(=O)CSc2nnc(-c3c[nH]c4ccccc34)n2C)sc2c1CCCC2
11) CCc1cc(C(=O)NNC(=O)c2csc(N3CCOCC3)n2)sc1C
12) O=S(=O)(c1ccc2nnn(O)c2c1)N1CCCCC1

Screen / compound no. | 7 | 8 | 9 | 10 | 11 | 12
TSHR antag | -8 | -5 | 8 | -5 | -9 | 3
TCR activator | 3% | 7% | 4% | 0% | -1% | 2%
Eya2 phos inh | 3% | -37% | -13% | 10% | 23% | 19%
PTAP TSG101 blk | -2% | -1% | 2% | -4% | -3% | -2%
Mito fusion yeast | 9% | -4% | -3% | -7% | 1% | 3%
BCR signal inh | 2% | -3% | -14% | -5% | ? | 0%
AT treatment | 4% | -4% | -2% | 3% | 7% | -4%
ASM inhibitor | -1% | 2% | 3% | -9% | -1% | -3%
ELG1 repair inh | 1% | 4% | -17% | ? | 15% | 14%
Tb PFK inh | -2% | 7% | -2% | 0% | 3% | 0%
Integrin act MD | 14% | 0% | -15% | -4% | 0% | 7%

13) COc1ccc(/C=N/NC(=O)c2cc(-c3ccccc3OC)nc3ccccc23)cc1COC(C)=O
14) COc1ccc(S(=O)(=O)N(C)CC(=O)Nc2ccccc2SC)cc1
15) NC(=O)C1CCCc2c1n(Cc1ccccc1)c1ccccc21 (stereo not drawn)
16) CN1C(=O)C(=O)/C(=C(/O)c2ccc(Br)cc2)C1c1ccccc1F (stereo not drawn)
17) Cc1cc(C)cc(-n2ncc3c2CCCC3NC(=O)c2cc(C)n(C)n2)c1 (stereo not drawn)
18) Cc1cc(=O)[nH]c(SCC(=O)Nc2ccc(C(=O)O)cc2)n1

Screen / compound no. | 13 | 14 | 15 | 16 | 17 | 18
TSHR antag | -13 | 32 | 0 | -2 | 4 | 1
TCR activator | 4% | -4% | -3% | 4% | 6% | 11%
Eya2 phos inh | 20% | 18% | -2% | -9% | -12% | -5%
PTAP TSG101 blk | -2% | 1% | -3% | 0% | -5% | -9%
Mito fusion yeast | 1% | 16% | 0% | 2% | 15% | -1%
BCR signal inh | ? | 1% | 0% | 4% | ? | ?
AT treatment | -4% | 4% | -3% | 4% | 2% | .
ASM inhibitor | -9% | 3% | 23% | -1% | 4% | 4%
ELG1 repair inh | ? | ? | -9% | -1% | 2% | 14%
Tb PFK inh | 2% | 9% | -18% | 2% | -1% | 3%
Integrin act MD | -5% | 4% | 0% | ? | -4% | 10%

19) CSc1nnc(CNS(=O)(=O)c2ccc(Br)cc2)n1C
20) COCCCNC(=O)CCSc1ccc(Cl)cc1
21) COC(=O)COc1ccc(S(=O)(=O)NCCC2=CCCCC2)cc1
22) Cn1nnnc1SCC(=O)Nc1c(Cl)cccc1Cl
23) O=C(/C=C/c1ccco1)Nc1ccc(F)cc1
24) COc1ccc(OCCNc2cc(N3CCOCC3)ccc2[N+](=O)[O-])cc1

Screen / compound no. | 19 | 20 | 21 | 22 | 23 | 24
TSHR antag | -17 | 6 | -18 | 46 | 2 | -7
TCR activator | 3% | 0% | 0% | -2% | . | 0%
Eya2 phos inh | -5% | 5% | 9% | 5% | -21% | 3%
PTAP TSG101 blk | -3% | -6% | -12% | -2% | . | -1%
Mito fusion yeast | 0% | 2% | 8% | 8% | 9% | -4%
BCR signal inh | 6% | 3% | 0% | -1% | ? | ?
AT treatment | 4% | 5% | -1% | 10% | -1% | -4%
ASM inhibitor | 3% | 2% | 5% | 1% | . | ?
ELG1 repair inh | 1% | 0% | 1% | 2% | . | ?
Tb PFK inh | 0% | -1% | -8% | 6% | ? | 4%
Integrin act MD | -19% | -6% | 9% | -6% | . | 7%

Reprinted, compounds 17 to 21
17) Cc1cc(C)cc(-n2ncc3c2CCCC3NC(=O)c2cc(C)n(C)n2)c1 (stereo not drawn)
18) Cc1cc(=O)[nH]c(SCC(=O)Nc2ccc(C(=O)O)cc2)n1
19) CSc1nnc(CNS(=O)(=O)c2ccc(Br)cc2)n1C
20) COCCCNC(=O)CCSc1ccc(Cl)cc1
21) COC(=O)COc1ccc(S(=O)(=O)NCCC2=CCCCC2)cc1

Screen / compound no. | 17 | 18 | 19 | 20 | 21
TSHR antag | 4 | 1 | -17 | 6 | -18
TCR activator | 6% | 11% | 3% | 0% | 0%
Eya2 phos inh | -12% | -5% | -5% | 5% | 9%
PTAP TSG101 blk | -5% | -9% | -3% | -6% | -12%
Mito fusion yeast | 15% | -1% | 0% | 2% | 8%
BCR signal inh | ? | ? | 6% | 3% | 0%
AT treatment | 2% | . | 4% | 5% | -1%
ASM inhibitor | 4% | 4% | 3% | 2% | 5%
ELG1 repair inh | 2% | 14% | 1% | 0% | 1%
Tb PFK inh | -1% | 3% | 0% | -1% | -8%
Integrin act MD | -4% | 10% | -19% | -6% | 9%

(list continues)
25) O=[N+]([O-])c1ccc(OCCn2cncn2)cc1
26) COc1cccc(NC(=O)COC(=O)c2sccc2C)c1
27) O=C(NCCc1cccs1)C1CC(c2ccccc2F)=NO1 (stereo not drawn)
28) COc1ccc(O)c(/C=N/NC(=S)NCCc2ccccc2)c1
29) COCCN(C(=O)c1ccco1)c1nnc(-c2ccc(F)cc2)s1
30) COc1ccc(OC)c(S(=O)(=O)NCCc2csc(-c3cccnc3)n2)c1
31) COc1ccc(S(=O)(=O)NCC(c2cccnc2)N2CCN(c3ccccc3OC)CC2)cc1C (stereo not drawn)
32) CN(c1cccc(NC(=O)CN(c2cccc(Cl)c2)S(=O)(=O)c2ccc(Cl)cc2)c1)S(C)(=O)=O

Screen / compound no. | 25 | 26 | 27 | 28 | 29 | 30 | 31 | 32
TSHR antag | 2 | -10 | 4 | ? | -12 | 4 | 4 | 2
TCR activator | 11% | 10% | -1% | -1% | . | 2% | -1% | 2%[46.1 µM]
Eya2 phos inh | 8% | -22% | 4% | -13% | -2% | 14% | -3% | -1%
PTAP TSG101 blk | -1% | -1% | . | -6% | -6% | -8% | -4% | -11%
Mito fusion yeast | 4% | . | 10% | 4% | 25% | 5% | 1% | 0%
BCR signal inh | 2% | 3% | 8% | ? | -2% | -5% | 15% | ?
AT treatment | -3% | 6% | -10% | -3% | 3% | 1% | 1% | -1%
ASM inhibitor | 4% | 3% | 0% | 239%[activator] | 5% | 3% | 7% | -2%
ELG1 repair inh | 5% | ? | 0% | ? | ? | 13% | -2% | -40%
Tb PFK inh | -4% | 7% | 1% | -2% | -2% | -11% | 0% | 0%
Integrin act MD | -15% | 4% | 9% | -27% | 19% | 1% | -10% | -1%
